CHO-K1 Ca PAM = counter-screen for M1 PAMs: effect in parental CHO-K1 cells; ATP EC20, Fluo-8 calcium fluorescence; 0% at ATP EC20, 100% at ATP max; activation, % at 3 µM; 0.02% of 360,000 active; AID 602247;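 active means activation above the run cutoff, the mean activation of all test compounds plus 3 SD, cut at about 40% in these data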;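 further: peak over basal fluorescence ratio in a 140 s read after ATP addition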
OXTR ag = activates the human oxytocin receptor. activation, % at 3 µM. CHO-OTR cells, Fluo-8 calcium fluorescence; normalized: DMSO 0%, oxytocin 100%. 0.32% of 320,000 active. P30559;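 active means activation above the mean of all tested compounds plus 3 SD, cutoff set per screening run, cut at about 20% in these data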;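 further: peak over basal fluorescence ratio from a 100 s FLIPR kinetic read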
Target sequence (P30559 whole entry, looked up): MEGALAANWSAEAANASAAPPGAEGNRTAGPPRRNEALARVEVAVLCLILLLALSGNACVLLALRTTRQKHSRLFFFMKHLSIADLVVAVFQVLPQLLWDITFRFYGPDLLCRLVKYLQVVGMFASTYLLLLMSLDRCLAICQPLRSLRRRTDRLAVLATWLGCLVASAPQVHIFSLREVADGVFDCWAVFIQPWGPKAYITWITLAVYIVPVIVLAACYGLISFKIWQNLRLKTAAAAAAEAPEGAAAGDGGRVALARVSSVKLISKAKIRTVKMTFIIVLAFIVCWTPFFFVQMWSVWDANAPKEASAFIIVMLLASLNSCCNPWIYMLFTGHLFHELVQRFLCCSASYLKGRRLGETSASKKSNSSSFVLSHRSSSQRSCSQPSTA
TAAR1 antag = antagonists of human TAAR1; CHO RD-HGA16 TAAR1, Fluo-8 calcium fluorescence, antagonist; 1.5% of 360,000 active; inhibition, % at 3 µM;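 active means inhibition above a per-plate cutoff, the mean inhibition of test compounds on that plate plus 3 SD, cut at about 49% in these data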;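 further: 0% = DMSO plus EC80 beta-PEA response and 100% = DMSO alone without agonist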
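Assay system: CHO-derived RD-HGA16 cells stably expressing human TAAR1 plus Gα16. Timing: 140 s kinetic read after compound, 140 s after agonist. Technique: kinetic Fluo-8 calcium fluorescence measurement. Measure: % inhibition of agonist calcium response.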
CHO-K1 Ca antag = counter-screen for M1 antagonists: effect in parental CHO-K1 cells; inhibition, % at 3 µM; 0.6% of 360,000 active; AID 602250; ATP-induced calcium, Fluo-8 fluorescence;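 active means inhibition above a per-plate cutoff, the plate's mean sample inhibition plus 3 SD, cut at about 24% in these data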;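 further: 0% = DMSO plus EC80 ATP and 100% = DMSO alone without ATP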
GPR7 antag = antagonists of human GPR7 (neuropeptides B/W receptor 1); P48145; GPR7-expressing cells, fluorescence antagonist assay; inhibition, % at 4.4 µM; 1.1% of 290,000 active; AID 1861; in the data active means inhibition above about 16%, passing the limit was not always enough;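 further: cells stimulated with the agonist NPW; 0% = agonist with vehicle and 100% = vehicle without agonist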
CHO-K1 Ca ag = M1 agonist counterscreen hit in parental CHO-K1 cells; Fluo-8 calcium fluorescence; scaled to maximal ATP response, vehicle zero; activation, % at 3 µM; 0.48% of 360,000 active; AID 602248; in the data active means activation above about 15%;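 further: untransfected CHO-K1 host cells lacking M1 receptor as counterscreen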
OXTR potentiator = potentiates the human oxytocin receptor response; CHO-OTR cells, Fluo-8 calcium fluorescence, potentiator mode; 0% = oxytocin EC15, 100% = EC100; P30559; 0.061% of 320,000 active; AID 2445; activation, % at 3 µM;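 active means activation above that plate's cutoff, the mean activation of tested compounds plus 3 SD, cut at about 6.6% in these data, passing the limit was not always enough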;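 further: 100% uses oxytocin at 75 nM as the full agonist control; some results filed as inactive read as strong as hits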
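System: human OTR in CHO cells / Also added: sub-maximal oxytocin, roughly EC15 / Control set: EC15 oxytocin low, 75 nM oxytocin high / Schedule: 6 min compound pre-incubation at room temperature, 100 s kinetic read / Compound: single-point 3.0 µM / Replication: singlicate / Technique: Fluo-8 calcium dye fluorescence / Read-out basis: % activation of max/min ratio relative to oxytocin controls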
V1aR counter = counter-screen for oxytocin receptor agonists: human V1a receptor agonists | P37288 | CHO-V1R cells, Fluo-8 calcium fluorescence, agonist mode; 0% DMSO, 100% 3 nM vasopressin | activation, % at 3 µM | 0.25% of 320,000 active | AID 2797;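 active means activation above the mean activation of all tested compounds plus 3 SD, per screening run, cut at about 20% in these data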;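 further: signal is peak over basal fluorescence ratio across a 100 second FLIPR read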
Target sequence (P37288 whole entry, looked up): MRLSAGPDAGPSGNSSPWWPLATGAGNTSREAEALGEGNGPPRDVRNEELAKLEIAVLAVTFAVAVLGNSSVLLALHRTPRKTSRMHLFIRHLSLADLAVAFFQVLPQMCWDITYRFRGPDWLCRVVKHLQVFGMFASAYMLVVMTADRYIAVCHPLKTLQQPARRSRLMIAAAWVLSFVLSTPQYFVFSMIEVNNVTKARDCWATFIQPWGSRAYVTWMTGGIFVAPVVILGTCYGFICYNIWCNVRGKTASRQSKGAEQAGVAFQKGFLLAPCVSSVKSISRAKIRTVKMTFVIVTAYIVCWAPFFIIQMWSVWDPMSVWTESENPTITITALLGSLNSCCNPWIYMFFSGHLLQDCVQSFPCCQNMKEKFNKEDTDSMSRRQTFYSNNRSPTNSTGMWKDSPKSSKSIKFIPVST
CHO parental Ca = counter-screen: ATP calcium response change in parental CHO cells. AID 463079. parental CHO-K1, ATP-induced calcium, Fluo-8 fluorescence. inhibition, % at 5.6 µM. 0.63% of 330,000 active;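 active means inhibition above that plate's mean sample inhibition plus 3 SD, cut at about 26% in these data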;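 further: 0% = ATP-challenged DMSO wells and 100% = DMSO wells without ATP; some compounds past the cut are filed as inactive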
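Assay system: parental CHO cells; Read-out basis: percent inhibition of ATP-evoked calcium rise, normalized to controls; Benchmarks: ATP and no-ATP DMSO wells; Compound dosing: single nominal dose of 5.6 µM per compound; Signal: Fluo-8 calcium dye fluorescence; Also added: ATP as calcium-mobilizing challenge; Repeats: singlicate.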
Numbers without * were called inactive; . = no result given.

SMILES	CHO-K1 Ca PAM	OXTR ag	TAAR1 antag	CHO-K1 Ca antag	GPR7 antag	CHO-K1 Ca ag	OXTR potentiator	V1aR counter	CHO parental Ca
CCSc1nnc(Cc2cc(=O)[nH]c(=O)[nH]2)n1-c1ccc(Cl)cc1	11	-0.4	-15	-2	.	0.1	-8	-0.6	-1
O=C(O)C1=C[C@@H](c2ccccc2)C[C@@H](OCc2ccc(CO)cc2)O1	15	0.1	-8	-22	0	1.4	-13	-0.2	-2
Cc1ccc(C)c(C(C)NC(=O)c2ccc(Br)o2)c1 (stereo unspecified)	7	-0.7	-29	-9	-7	0.1	-1	-1.0	-17
COc1ccc(CCNc2ncnc3sccc23)cc1OC	-5	17	32	34*	9	17*	-12	10	76*
O=C(NCCS(=O)(=O)N1CCN(c2cccc(Cl)c2)CC1)C1CC1	4	-0.1	1	10	.	15	-5	0.4	-3
CCc1cccc(CC)c1N(COC)C(=O)Cn1c(C(C)O)nc2ccccc21 (stereo unspecified)	-4	1.1	-10	-13	-6	0.8	6	1.6	-8
Cc1nn(C(C)(C)C)c(OC(=O)c2ccc(Br)o2)c1Sc1ccccc1	25	0.6	23	-12	4	13	-3	0.0	-24
Cc1c(C(=O)NCc2ccccn2)sc2nc(-c3ccc(F)cc3)cn12	19	4.9	13	-21	-13	9.4	2	6.3	-2
OC(c1ccc2c(c1)OCO2)c1ncc(-c2ccccc2)[nH]1 (stereo unspecified)	-6	.	-21	1	.	0.1	.	.	.
COC(=O)[C@H](CCSC)NC(=O)Nc1ccc(OC)cc1OC	0	0.3	3	-3	7	0.9	-5	-0.1	-2
CC1CCN(C(=O)CCC(=O)Nc2nnc(C(F)(F)F)s2)CC1	-15	-0.2	.	-17	-5	0.2	-1	1.1	-9
CCOc1ccc(C2C(C#N)=C(N)Oc3cc(C)oc(=O)c32)cc1 (stereo unspecified)	-7	-0.7	-7	1	-5	0.5	-1	-0.1	-9
Cc1c(Cl)cccc1NC(=O)C1Cc2ccccc2CN1C(=O)c1ccccc1 (stereo unspecified)	18	-2.5	-1	1	1	1.5	-3	-1.0	-24
O=C(COc1ccc(C(=O)c2ccccc2)cc1)Nc1cccnc1	-4	9.7	28	19	11	19*	-5	9.1	52*
COc1ccc(S(=O)(=O)NC(C)C(=O)N2CCCCCC2)cc1 (stereo unspecified)	13	0.0	-6	-6	8	0.3	-1	2.4	-2
CCN(CC(=O)Nc1ccc(NC(C)=O)cc1)C(=O)/C=C/c1ccccc1	-23	0.1	-9	3	.	0.0	-1	-0.1	-5
CCOC(=O)C(NC(=O)c1ccccc1)=C(C)C	0	-0.9	-1	3	-8	0.0	-4	0.2	-3
CCCCCCC(=O)Nc1nc(C)c(-c2csc(Nc3cc(OC)ccc3OC)n2)s1	1	-1.0	-8	-8	7	-0.4	-12	-0.9	-31
COc1ccccc1NC(=O)NCc1nc(-c2ccc(C(F)(F)F)cc2)no1	7	0.4	-8	-11	-12	0.5	-1	0.6	-2
Cc1cc2cc(CNC(=O)c3ccc(S(=O)(=O)N4CCOCC4)cc3)ccc2[nH]1	1	2.3	-29	3	.	3.0	-7	1.3	-1
O=C(NCCN1CCOCC1)c1cccc(S(=O)(=O)N(Cc2ccccc2)c2ccccc2)c1	24	-1.2	2	-5	.	1.8	-4	-1.3	-21
CCOC(=O)C(Cc1ccccc1)NC(C)=O (stereo unspecified)	19	0.5	-3	-20	-9	-0.2	-9	0.0	-2
COc1ccc(/C=C(\C#N)C(=O)Nc2cccnc2)cc1	14	-0.8	10	-5	1	0.6	-7	1.2	-1
CCNC(=O)N1c2ccc(OC)cc2C(C)=CC1(C)C	17	-0.5	5	-4	10	1.1	1	1.3	-9
Cc1nc2ccccc2n1CC(=O)OCC(=O)NC1CC1	20	1.0	-11	-19	0	0.9	-7	0.8	-16

By substructure: the compounds so far with a CF3 group (two)
SMILES	CHO-K1 Ca PAM	OXTR ag	TAAR1 antag	CHO-K1 Ca antag	GPR7 antag	CHO-K1 Ca ag	OXTR potentiator	V1aR counter	CHO parental Ca
CC1CCN(C(=O)CCC(=O)Nc2nnc(C(F)(F)F)s2)CC1	-15	-0.2	.	-17	-5	0.2	-1	1.1	-9
COc1ccccc1NC(=O)NCc1nc(-c2ccc(C(F)(F)F)cc2)no1	7	0.4	-8	-11	-12	0.5	-1	0.6	-2

Part of the list above with just TAAR1 antag, CHO-K1 Ca ag and CHO-K1 Ca PAM.
compound,TAAR1 antag,CHO-K1 Ca ag,CHO-K1 Ca PAM
Cc1nn(C(C)(C)C)c(OC(=O)c2ccc(Br)o2)c1Sc1ccccc1,23,13,25
Cc1c(C(=O)NCc2ccccn2)sc2nc(-c3ccc(F)cc3)cn12,13,9.4,19

Other records follow.
SMILES	CHO-K1 Ca PAM	OXTR ag	TAAR1 antag	CHO-K1 Ca antag	GPR7 antag	CHO-K1 Ca ag	OXTR potentiator	V1aR counter	CHO parental Ca
CCOCCn1c(N2CCCC2)nc2c1c(=O)[nH]c(=O)n2C	-22	-0.1	-8	9	-11	-0.6	-3	1.0	-5
NC(=O)COc1ccccc1/C=C1/SC(=O)N(CC(=O)N2CCc3ccccc3C2)C1=O	7	3.1	6	-1	-1	3.0	-11	2.3	-22
Nc1c(S(=O)(=O)c2cccs2)c2nc3ccccc3nc2n1CCc1ccccc1	.	7.9	32	.	14	.	-2	5.4	3
O=C(CN1CCN(C(=O)C2CCCO2)CC1)Nc1cc(Cl)ccc1Cl (stereo unspecified)	8	0.4	-4	-5	-16	1.5	-9	2.1	-7
C/C(=N\NC(=O)c1ccc2c(c1)OCO2)c1cccnc1	3	-0.2	-3	-1	6	0.5	-2	0.0	-2
Cc1ccc(S(=O)(=O)c2c(C)cc(C)[nH]c2=O)c(C)c1	-10	-1.1	-12	6	-8	-0.5	2	-0.2	-3
O=C(OC(C(=O)NCc1cccs1)c1ccccn1)c1cccs1 (stereo unspecified)	14	-0.2	-8	-21	-14	0.1	-6	0.0	-27
COCCCNC(=O)CN(c1cc(C(F)(F)F)ccc1Cl)S(C)(=O)=O	4	-0.1	-13	-5	-1	0.0	-4	-0.2	-3
COc1ccccc1C(=O)CSc1cccc[n+]1[O-]	-4	0.5	-15	-10	-18	0.6	-10	-0.6	-3
CN(C)C(=O)CNC(=O)C1CCCCC1	-1	0.7	7	3	-16	0.0	-7	0.8	13
COc1ccc(CCC(=O)OCC(=O)c2c(N)n(CC(C)C)c(=O)n(C)c2=O)cc1	-26	14	29	32*	28*	16*	-10	13	44*
COc1cc2cc(C)nc(Cc3cccc4ccccc34)c2cc1OC	8	-0.2	-9	5	-5	-0.5	-2	-0.7	-9
CCN(CC)C(=O)C1=C(C)N(Cc2ccc(F)cc2)C(=O)C(CC(=O)NCc2cccs2)C1 (stereo unspecified)	3	.	-20	-9	.	-0.8	.	.	.
CCOC(=O)Nc1nc(C)c(C(=O)N(C)C)s1	5	0.7	-2	-3	-4	0.1	2	0.9	2
CCN(CC(=O)NC)S(=O)(=O)c1ccc(Br)cc1	18	-0.7	7	-5	16*	0.2	-13	5.7	4
COC(=O)c1c(NC(=O)CN2CCN(c3ccccc3Cl)CC2)sc(C)c1C	13	-2.1	2	-5	-7	0.2	-7	-0.5	-40
COc1ccc(NC(=O)Nc2ccc3c(c2)C(=O)N([C@H](C)CO)C[C@H](C)[C@@H](CN(C)S(=O)(=O)c2ccccc2)O3)cc1	11	0.7	18	-6	.	0.3	-1	0.1	-25
Cc1cc(C)cc(OCC(=O)N(Cc2ccc(N(C)C)cc2)C2CCS(=O)(=O)C2)c1 (stereo unspecified)	16	-0.5	-13	-9	-9	2.8	2	1.8	-20
C=CCn1c(SCC(=O)Nc2c(C)nn(Cc3ccccc3)c2C)nnc1C(O)c1ccccc1 (stereo unspecified)	8	0.1	-41	-8	1	-0.4	0	0.4	0
Cc1nn(CCCNC(=O)C2CCCO2)cc1Br (stereo unspecified)	18	-1.0	1	-7	-5	0.3	-5	0.0	-7
COc1ccccc1NC(=S)NC(NC(C)=O)C(Cl)(Cl)Cl (stereo unspecified)	-3	-0.1	4	-4	-8	-0.2	-6	-0.8	-6
CC(O)(c1ccc(F)c(F)c1)c1nc(-c2cccc(C(F)(F)F)c2)cs1 (stereo unspecified)	-9	.	-11	-3	.	-0.1	.	.	.
COc1ccc(CC(=O)Nc2nnc(C(C)C)s2)cc1OC	-1	1.7	-21	-7	-3	0.0	3	0.6	-6
COC(=O)c1ccc(C(NC(=O)OCc2ccccc2)/C(C)=C/[C@@H](C)C(=O)NCc2ccc(-c3ccccc3)cc2)cc1 (stereo partly specified)	9	1.5	.	-3	7	1.6	-6	2.0	-14
COC(=O)CCC(=O)OC1(C)C(=O)C2=CN(Cc3ccc(OC)cc3)C(c3ccc(OC)cc3)=CC2=C(Br)C1=O (stereo unspecified)	1	-1.3	3	11	.	-0.5	-3	-0.7	-14
The listing continues.
SMILES	CHO-K1 Ca PAM	OXTR ag	TAAR1 antag	CHO-K1 Ca antag	GPR7 antag	CHO-K1 Ca ag	OXTR potentiator	V1aR counter	CHO parental Ca
COC(=O)/C=C1\SC(=NC(=O)c2ccc(C)cc2)NC1=O	19	-1.0	1	-18	-8	-0.3	-13	0.2	-1
COC(=O)Cn1ncc(N(C)Cc2ccccc2)c(Cl)c1=O	-2	1.1	-14	-10	-12	1.4	-2	1.3	2
Cc1cc(NC(=O)CCN2CCN(Cc3ccccc3)CC2)ccc1Br	-2	23*	4	8	7	5.1	-21	27*	14
Cc1ccc(CN2CCN(/N=C/c3ccc(C)s3)CC2)cc1	21	-2.8	4	-9	-7	1.3	-6	-0.8	-3
Cc1cc(C)c(O)c(-c2cc(C(=O)NCc3ccccc3)[nH]n2)c1	-4	-2.6	39	11	7	0.9	-5	0.8	-9
CC1CCCCN1C(=O)c1ccc(C(=O)N2CCCCC2C)cc1 (stereo unspecified)	7	2.5	12	-17	2	0.8	-1	0.9	-3
COC(=O)c1cc(S(=O)(=O)NCC2CCN(CCc3ccc(OC)cc3)CC2)cn1C	4	-0.3	-9	-10	-11	0.0	-11	-0.2	-18
CCCc1nc2sc3c(c2c(=O)n1NC(=O)CCC(=O)OC)CCCC3	-11	-0.2	-37	2	-4	-0.4	1	-1.1	-15
CC(/C=N/n1c(-c2ccco2)n[nH]c1=S)=C\c1ccco1	21	-0.4	-14	-11	-3	0.1	2	0.0	5
COC(=O)c1ccc(C2c3[nH]c4ccccc4c3C[C@H]3C(=O)N(C4CCN(Cc5ccccc5)CC4)CC(=O)N23)cc1 (stereo partly specified)	1	3.5	5	-17	7	2.0	-1	2.7	9
CCOC(=O)c1ccc(NC(=O)Nc2ccc3c4c(cccc24)C(=O)N3CC)cc1	1	-0.2	-2	-10	13	0.2	-2	0.2	-5
Cc1cccc(N2CCN(C(=O)CCn3c(=O)[nH]c4ccsc4c3=O)CC2C)c1 (stereo unspecified)	-4	4.1	60*	-7	8	6.8	-14	4.0	-25

Rows are unselected; 3.5% or so of the library scored in one or more.
